SRC1 TRFRET art = TR-FRET artefact, counter-screen to PPARgamma/SRC-1 agonist assay; 99,000 compounds, 0.34% hits; TR-FRET ratio at 8 µM; TR-FRET detection artefact counter-screen, emission ratio; active compounds read high; in the data active = TR-FRET ratio above about 2300; note: inactives centre near 1800; reference of the scale not given here
SRC3 TRFRET art = TR-FRET artefact, counter-screen to PPARgamma/SRC-3 agonist assay; PPARgamma/SRC-3 format; active compounds read high; TR-FRET ratio at 8 µM; 99,000 compounds, 0.39% hits; AID 1048; in the data active = TR-FRET ratio above about 2000; note: inactives centre near 1600; reference of the scale not given here
* hit, by the source's call. A portion of the library. The share of hits here may be higher or lower than overall.

molecule | SRC1 TRFRET art | SRC3 TRFRET art
CN(C(=O)COC(=O)c1cccnc1Nc1cccc(C(F)(F)F)c1)C1CCS(=O)(=O)C1 (stereo not drawn) | 1407 | 1659
O=C(c1ccc(C(F)(F)F)cc1)C1CCCN(C(=O)CCc2cnccn2)C1 (stereo not drawn) | 1906 | 1621
Cc1ccc(CN(CC2CCCO2)C(=O)CN2C(=O)C(C(C)C)Oc3ccccc32)o1 (stereo not drawn) | 1957 | 1497
CC1(C)CN(c2ccc(CC#N)cc2)C1=O | 1817 | 1664
Cc1nn(-c2ccccc2)c(Cl)c1/C=C1\C(=O)N(C)C(=S)N1C | 1675 | 1339
CNC(=O)C1Cc2ccccc2CN1S(=O)(=O)c1cccs1 (stereo not drawn) | 1661 | 1541
Cc1c(Br)c(C(=O)N2CCc3ccccc32)nn1C | 1969 | 1805
O=C(c1cc(C(=O)NCCc2ccccc2)c(=O)n(CCc2ccccc2)c1)c1cc(Cl)ccc1O | 1851 | 1627
COc1ccc2oc(=O)c(C(=O)N3CCCC3)cc2c1 | 1887 | 1451
COC(=O)c1cc2occc2n1Cc1nc(-c2cccc(Cl)c2)oc1C | 1701 | 1597
COc1ccc(CNC(=O)COC(=O)C2CCC(C(C)(C)C)CC2)cc1 (stereo not drawn) | 1745 | 1743
Cc1cccc(NC(=O)CSc2nnc(NC(=O)c3ccco3)s2)c1 | 1684 | 1397
Cc1cccc(C(=O)Nc2nnc(-c3ccncc3)o2)c1 | 2059 | 1752
N/C(=N\OC(=O)c1ccc([N+](=O)[O-])cc1)c1ccccn1 | 1878 | 1328
COc1cc(/C=N/NC(=O)CN(Cc2ccco2)S(=O)(=O)c2ccccc2)ccc1O | 1797 | 1552
CN(Cc1nc(-c2cccs2)no1)CC1COCCO1 (stereo not drawn) | 1682 | 1610
CC(C)(C)C1CCC(=NNC(=O)CC(=O)NCc2ccccc2)CC1 (stereo not drawn) | 1734 | 1492
CC(=O)N1CCc2cc(S(=O)(=O)NC(Cc3ccccc3)C(=O)NCCN3CCCCC3C)ccc21 (stereo not drawn) | 2053 | 1287
C/C(=N\NC(=O)c1ccc([N+](=O)[O-])cc1)c1c(O)cc(C)oc1=O | 1786 | 1562
CCS(=O)(=O)c1ccc2oc(=O)c(/C=C(\O)c3ccc(Cl)cc3)nc2c1 | 1913 | 1648
Cc1[nH]c(=S)c(C#N)c2c1CCCC2 | 1916 | 1735
O=C(O)Cc1c(C(=O)O)nnn1-c1cccc(C(F)(F)F)c1 | 1722 | 1749
CO/N=C/c1ccc(N2CCOCC2)c([N+](=O)[O-])c1 | 1829 | 1697
O=[N+]([O-])c1ccc(-c2ccc(/C=N/Nc3nc(N4CCCCC4)nc(N4CCCCC4)n3)o2)cc1 | 1747 | 1532
O=C1C=C(NNC(=O)c2ccccc2Br)CCC1 | 1912 | 1647
CCC(C)(C)NC(=O)C(c1ccccn1)N(C(=O)c1csnn1)c1ccc(C)cc1 (stereo not drawn) | 1685 | 1548
Cc1cc(SCn2nnc3ccccc3c2=O)nc2ccccc12 | 1684 | 1501
COc1ccc(N2C(=O)/C(=C/N(C)C)NC2=S)cc1 | 1527 | 1798
O=C1/C(=C/c2ccccc2O)SC(=S)N1Cc1cccnc1 | 1718 | 1610
Cc1ccc(S(=O)(=O)NC(=O)Nc2ncc3c(n2)CC(c2ccco2)CC3=O)cc1 (stereo not drawn) | 1522 | 1634

Later entries.
molecule | SRC1 TRFRET art | SRC3 TRFRET art
CCOC(=O)c1[nH]c(C)c(C(=O)OCCOc2cccc(C)c2)c1C | 1546 | 1566
O=c1cc(O)c2sc(Nc3cccc(C(F)(F)F)c3)nc2[nH]1 | 1871 | 1666
Cc1c(NC(=O)CN2CCN(c3ccc(F)cc3)CC2)c(=O)n(-c2ccccc2)n1C | 1961 | 1635
CN(C)CC(C)(C)CNC(=O)CC1C(=O)NCCN1Cc1ccc(-c2ccccc2)cc1 (stereo not drawn) | 1904 | 1626
COc1ccc(CCNC(=S)NC2CCN(Cc3ccccc3)CC2)cc1OC | 1818 | 1490
Cc1noc(C)c1COc1cccc(C(=O)N2CCc3ccccc32)c1 | 1659 | 1412
Cc1ccc(NS(=O)(=O)c2cc([N+](=O)[O-])ccc2NNC(=S)Nc2cccc(Cl)c2)c(C)c1 | 2143 | 1696
Cc1no[n+]([O-])c1COc1ccc(/C=N/n2nnnc2N)cc1 | 1971 | 1540
COc1ccc(CCC(=O)NNC(=S)NCc2ccc(F)cc2)cc1 | 1498 | 1481
CC(C)(C)NC(=O)C(c1ccncc1)N(C(=O)Cn1nnc(-c2ccc(F)cc2)n1)c1ccc(F)cc1 (stereo not drawn) | 1732 | 1776
Cc1ccc(-c2nnc(N)o2)cc1 | 1922 | 1803
CCCC1=[N+](CC(=O)c2ccc(C)cc2)CCn2cccc21 | 2083 | 1632
C#CCOCCOCCOCCNc1nc(N2CCN(C(=O)[C@H](CCCCN)n3cc([C@@H](N)CO)nn3)CC2)nc(N2CCN(C(=O)[C@H](Cc3ccc(O)cc3)n3cc([C@@H](N)CC(C)C)nn3)CC2)n1 | 1724 | 1536
COc1ccc(Nc2ccc(C(N)=O)cc2[N+](=O)[O-])cc1 | 1563 | 1438
CCC(=O)OCn1nnc2ccccc2c1=O | 2013 | 1685
CCOc1cccc(C(=O)NC(=S)Nc2ccc(N3CCN(CC)CC3)cc2)c1 | 1946 | 1630
COc1ccc2nc(SCC(=O)Nc3nonc3C)[nH]c2c1 | 1695 | 1409
C=CCN1C=CC=C/C1=C1\SC(=S)N(C)C1=O | 1839 | 1400
Cc1ccc(-n2c(SCc3nc4ccccc4[nH]3)nnc2-c2ccncc2)cc1 | 1779 | 1506
CC(C)(C)NC(=S)NCc1ccc2c(c1)OCO2 | 1866 | 1615
COC(=O)c1cc(NC(=O)CN2CCN(C(C)=O)CC2)cc(C(=O)OC)c1 | 1712 | 1614
Cc1cccc(CNc2ncc(-c3cccc([N+](=O)[O-])c3)n2C)c1 | 1936 | 1555
CN(C)CCC(c1ccc(Br)cc1)c1ccccn1 (stereo not drawn) | 1538 | 1741
Cc1cnccc1CN(C)Cc1cn(C)nc1-c1ccc(Oc2ccccc2)cc1 | 1513 | 1557
COC(=O)c1oc2c(c1C)C(=O)CC(C)(C)C2 | 1744 | 1683
O=C(COC(=O)c1c2c(nc3ccccc13)/C(=C\c1cccs1)CCC2)Nc1ccccc1Cl | 1899 | 1790
COc1ccccc1CNCC(O)Cn1c2ccccc2c2ccccc21 (stereo not drawn) | 1845 | 1672
COc1ccc(OC)c(NC(=O)CSc2nc3ccccc3c3nc4ccccc4n23)c1 | 1726 | 1671
Cc1cccc(C)c1NC(=O)CNC(=O)C(NC(=O)c1ccc(C(C)(C)C)cc1)C(C)C (stereo not drawn) | 1900 | 1793
CN(C)S(=O)(=O)c1ccc(C(=O)Nc2nnc(-c3ccco3)o2)cc1 | 1922 | 1560

The last three records of the section above are carried over, then new ones follow:
molecule | SRC1 TRFRET art | SRC3 TRFRET art
COc1ccc(OC)c(NC(=O)CSc2nc3ccccc3c3nc4ccccc4n23)c1 | 1726 | 1671
Cc1cccc(C)c1NC(=O)CNC(=O)C(NC(=O)c1ccc(C(C)(C)C)cc1)C(C)C (stereo not drawn) | 1900 | 1793
CN(C)S(=O)(=O)c1ccc(C(=O)Nc2nnc(-c3ccco3)o2)cc1 | 1922 | 1560
CC(=O)c1cccc(NC(=O)C23CC4CC(C2)CC(n2cncn2)(C4)C3)c1 | 1462 | 1487
CCC1Oc2ccccc2N(CC(=O)NCCCN2CCN(Cc3ccccc3)CC2)C1=O (stereo not drawn) | 2030 | 1631
OC(COCCC12CC3CC(CC(C3)C1)C2)CN1CCCC1 (stereo not drawn) | 1786 | 1702
CCOC(=O)CSc1nc2cc(C(=O)N3CCC(C(N)=O)CC3)ccc2c(=O)n1C1CCCCC1 | 2028 | 1353
COc1cc(/C=N/NC(=O)c2ccccc2)ccc1O | 1717 | 1359
CC(=O)c1cccc(NC(=O)c2ccc(OC3CSC3)cc2)c1 | 2017 | 1679
CC(=O)Nc1ccc(NC(=O)C2c3ccccc3Oc3ccccc32)cc1 | 1685 | 1638
CCS(=O)(=O)N1Cc2ccccc2CC1C(=O)Nc1nccs1 (stereo not drawn) | 1577 | 1444
CC(NC(=O)COc1ccccc1)C(c1ccccc1)N1CCN(C)CC1 (stereo not drawn) | 2331* | 1665
CCc1ccc2nc3sc(C(=O)N4CCc5ccccc54)c(N)c3cc2c1 | 2068 | 1702
COc1cc(/C=N/NC(=O)c2cc(-c3ccccc3OC(C)C)nc3ccccc23)ccc1O | 1806 | 1554
Cc1ccc(NC(=S)Nc2cc(C(=O)O)ccc2N2CC3CC(C2)c2cccc(=O)n2C3)cc1C (stereo not drawn) | 1883 | 1642
O=C(N/N=C/c1ccncc1)c1ccc(NC(=O)c2ccc(Cl)cc2)cc1 | 1854 | 1578
COC(=O)Cc1ccc(NC(=S)NCc2ccc(F)cc2)cc1 | 1843 | 1374
Cc1ccccc1NC(=O)COC(=O)C1(C)CC1(Cl)Cl (stereo not drawn) | 1668 | 1401
CCOc1ccc(NC(=O)Nc2ccc(NC(C)=O)cc2)cc1 | 2025 | 1371
Cc1ccc(NC(=O)CSc2n[nH]c(-c3ccco3)n2)c(C)c1 | 1677 | 1533
Cc1cc(NC(=O)NC(C(F)(F)F)C(F)(F)F)no1 | 1901 | 1582
CNc1ncc(C(=O)c2ccc(Br)cc2)s1 | 2056 | 1635
Cc1nn(-c2ccccc2)c(Cl)c1/C=N\NC(=O)c1cncc(Br)c1 | 1727 | 1460
CCCc1cc(C(=O)N2CCN(C(c3ccccc3)c3ccccc3)CC2)no1 | 1862 | 1683
CC1(C)OCC(COC(=O)Nc2cccnc2)([N+](=O)[O-])CO1 | 1661 | 1574
CCOC(=O)Cn1c(=O)cc(C)c2cccc(C)c21 | 1947 | 1624
COc1cc(/C=N/NC(=O)C(N)=O)cc(OC)c1O | 1569 | 1569
O=C(CSc1ccc2ccccc2n1)NCCC1=CCCCC1 | 1816 | 1697
O=C(c1cc(S(=O)(=O)N2CCCCC2)ccc1N1CCOCC1)N1CCN(Cc2ccccc2)CC1 | 1890 | 1509
CC(C)CC(N)c1cn([C@@H](CCC(=O)O)C(=O)N2CCNCC2)nn1 (stereo partly drawn) | 1639 | 1426
C=C(C)CNC(=O)c1ccc(OC2CCN(S(=O)(=O)N(C)C)CC2)cc1 | 1702 | 1636
O=C(Nc1cccs1)Nc1c(F)cc(F)cc1Br | 1737 | 1590
Cc1ccc(NC(=O)COC(=O)CSC(=S)N2CCOCC2)cc1C | 1797 | 1602

Rewritten with two lines to a compound: 6 of the compounds above.
Every second line gives: SRC1 TRFRET art	SRC3 TRFRET art
CC(NC(=O)COc1ccccc1)C(c1ccccc1)N1CCN(C)CC1 (stereo not drawn)
→ 2331*	1665
CCc1ccc2nc3sc(C(=O)N4CCc5ccccc54)c(N)c3cc2c1
→ 2068	1702
COc1cc(/C=N/NC(=O)c2cc(-c3ccccc3OC(C)C)nc3ccccc23)ccc1O
→ 1806	1554
Cc1ccc(NC(=S)Nc2cc(C(=O)O)ccc2N2CC3CC(C2)c2cccc(=O)n2C3)cc1C (stereo not drawn)
→ 1883	1642
O=C(N/N=C/c1ccncc1)c1ccc(NC(=O)c2ccc(Cl)cc2)cc1
→ 1854	1578
COC(=O)Cc1ccc(NC(=S)NCc2ccc(F)cc2)cc1
→ 1843	1374

(further entries)
molecule | SRC1 TRFRET art | SRC3 TRFRET art
CCN1C(=O)c2ccccc2Sc2ccc(C(=O)NCCN3CCOCC3)cc21 | 1865 | 1642
COC(=O)c1ccn(Cc2ccccc2Cl)n1 | 1495 | 1388
CCOc1ccc(N2CC(C(=O)NCCN3C(=O)S/C(=C\c4ccc(OC)cc4)C3=O)CC2=O)cc1 (stereo not drawn) | 1669 | 1726
COc1ccccc1Nc1nc(-c2c(C)nc3ncccn23)cs1 | 1728 | 1671
Cc1nc(SCc2ccccc2F)c2cnn(-c3ccccc3)c2n1 | 1741 | 1320
CCOc1ccc(C(=O)NC(=S)Nc2ccc(NC(=O)CC)cc2)cc1[N+](=O)[O-] | 1899 | 1720
CCOc1ccc(CN(C)C(=O)c2cccnc2OCC)cc1OC | 1712 | 1473
CCc1c(C)nc(SCC(=O)N2CCN(c3ccccc3OC)CC2)[nH]c1=O | 1553 | 1547
CCc1cccc(C)c1N(C(=O)Cn1c(=O)[nH]c2ccccc21)C(C)COC (stereo not drawn) | 1674 | 1761
COc1ccc(OCC(=O)Nc2ccc(N3CCN(C(=O)c4ccccc4C)CC3)cc2)cc1 | 1941 | 1452
COc1ccc(Cl)cc1C(=O)O/N=C(\N)c1ccc(Cl)cc1 | 1880 | 1608
Cc1ccc(CSCCNC(=O)c2ccccc2)cc1 | 1554 | 1316
O=C(COC(=O)CCc1ccc(S(=O)(=O)N2CCOCC2)cc1)NCc1ccccc1 | 1773 | 1631
O=C(NCc1ccco1)c1csc2c1CCCCC2 | 1741 | 1295
CC1CCCC(NC(=O)c2ccc(CNc3c(N4CCCC4)c(=O)c3=O)cc2)C1C (stereo not drawn) | 1653 | 1720
CCN1CCC(NC(=O)Nc2ccc(F)cc2F)CC1 | 1834 | 1637
C=CCn1c(SCC(=O)N2N=C(c3ccco3)CC2c2ccco2)nnc1-c1ccncc1 (stereo not drawn) | 1845 | 1750
COC(=O)CN1C2=NCCCN2c2ccccc21 | 1541 | 1456
Cc1cc(C)cc(NC(=O)CSc2nc3[nH]ncc3c(=O)[nH]2)c1 | 1608 | 1475
C=CCn1c(SCC(=O)NC23CC4CC(CC(C4)C2)C3)nc(O)cc1=O | 1883 | 1597
CC1(C)CC(N=Cc2c(O)n(Cc3ccc4c(c3)OCO4)c(=O)c3ccccc23)CC(C)(C)N1 | 1646 | 1448
O=C(C[N+]1(CC#Cc2ccccc2)CCCCC1)c1ccc(Cl)cc1 | 1757 | 1588
Nc1ccnn1Cc1ccncc1 | 1619 | 1560
CCOC(=O)c1c(NC(=S)Nc2cccnc2)sc(C)c1C | 1540 | 1592
COc1cc(/C=N/NC(=O)CC2(C)OCCCO2)ccc1OCc1ccccc1 | 1764 | 1464
Cc1ccc(N=Nc2c(C)[nH]n(C(N)=S)c2=O)cc1 | 1986 | 1493
CC(C1CC1)N(Cc1ccccc1)C(=O)NC(=O)c1ccccc1 (stereo not drawn) | 2070 | 1568

Source: PubChem
